KB-3-1 tox: KB-3-1 parental cell cytotoxicity. KB-3-1 viability, CellTiter-Glo ATP luminescence, 72 h. Potency, µM (titrated, usually from 46.1 µM), for inactives: at the top dose activity change, negative = cytotoxic, most hits filed as cytotoxic. 1.4% of 400,000 active; further: potency means the concentration at half of the fitted maximal effect; on the % scale 0 is the no-effect control and ±100 the full control effect; nearly all actives have a fitted effect of over 60% in size
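72 h, 37 °C compound treatment of KB-3-1 parental cells; CellTiter-Glo added, 10 min, luminescence read. Data corrected against DMSO-only plates and normalized before curve fitting.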
HT1080NT lethal: kills 2HG-producing HT-1080-NT fibrosarcoma cells; HT-1080-NT fibrosarcoma viability, CellTiter-Glo ATP luminescence, 48 h; Potency, µM (titrated, usually from 46.1 µM), for the others: top-dose activity, negative = less viability, usual class: cytotoxic; 1.6% of 360,000 active; AID 686970;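 further: NT is the 2HG producing partner of a matched IDH1 knockdown line; potency means the concentration at half of the fitted maximal effect; 0% = DMSO-treated cells and -100% = media-only wells without cells; nearly all actives have a fitted effect of over 55% in size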
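Viability by CellTiter-Glo luminescence after 48 h compound exposure at 37C of HT-1080-NT cells (750/well, RPMI, 5% FBS). % activity scaled between DMSO wells and medium-only wells, then curve-fitted and categorized by curve class.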
IL-1B inflam inh: blocks inflammasome-driven IL-1 beta release | THP-1 LPS/ATP IL-1B secretion, AlphaLISA, 16 h; hits give low values | activity change, % at 57.5 µM | 4.7% of 360,000 active; in the data active means activity change below about -50%; inconclusive means mostly about -30% to -49%; further: on the % scale 0 is the no-effect control and ±100 the full control effect
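Secreted IL-1B measured by AlphaLISA bead assay after 16 h compound exposure of THP-1 cells; compounds (final up to 57.5 uM) added 1 h before LPS (250 ng/mL) and ATP (1.25 mM) stimulation; lower signal means less secretion.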
ATXN2 expr inh: ATXN2 expression inhibition | HEK-293 ATXN2-luciferase reporter, luminescence, 24 h | Potency, µM (top dose mostly 57 µM), for the others: at the top dose activity change, negative = inhibition, actives largely listed as inhibitors | 0.72% of 360,000 active | AID 1745845; further: potency means the concentration at half of the fitted maximal effect; on the % scale 0 is the no-effect control and ±100 the full control effect; nearly all actives have a fitted effect of over 55% in size
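ATXN2-luciferase reporter cells (luciferase flanked by upstream and downstream ATXN2 gene portions) were treated 24 h at 37 °C with compounds at up to 57 uM. SteadyGlo luminescence gave expression; GF-AFC fluorescence gave viability.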
MCF10A rerep: inducers of DNA re-replication in MCF 10A breast cells; 2.9% of 350,000 active; AID 624296; MCF 10A DNA re-replication, Hoechst nuclear intensity, 48 h; Potency, µM (doses to about 46.1 µM), for inactives: at the top dose activity, positive = re-replication, usual class: activators; further: potency means the concentration at half of the fitted maximal effect; % of control where 0% means no effect; nearly all actives have a fitted effect of over 50% in size
HepG2 viability: counter-screen for TGF-b inhibitors: cytotoxicity in HepG2 cells; HepG2 CAGA-GFP viability, ATP luminescence, 18 h; 0.76% of 410,000 active; Potency, µM (titrated, usually from 46.1 µM), inactives show top-dose activity change, negative = cytotoxicity, most hits filed as cytotoxic; further: potency means the concentration at half of the fitted maximal effect; some results filed as inactive show a strong effect at the top dose
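CellTiter-Glo luminescence gave cytotoxicity after 18 hours at 37 degrees C. The cells were HepG2 CAGA-GFP in 1% FBS DMEM, stimulated with 500 pg/mL TGF-beta after compound addition. %Activity was normalised to no-cell wells (complete cell-killing) and DMSO (no toxicity), and curves were fitted and classified.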
HT1080 IDH1KD tx: kills HT-1080 cells with IDH1 knockdown. HT-1080 IDH1 knockdown viability, ATP luminescence, 48 h. Potency, µM (highest dose often 46.1 µM), without a hit: at the top dose activity, negative = toxicity, hits mostly cytotoxic. 2% of 360,000 active;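 further: potency means the concentration at half of the fitted maximal effect; 0% = DMSO wells and -100% = cell-free medium wells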
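Knockdown cells (IDH1KD HT-1080) received compounds 2 h after plating at 750 cells/well and were kept 48 h at 37 °C in 5% FBS RPMI. A CellTiter-Glo luminescence read gave % activity for curve fitting.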
ATXN viability: cell viability loss in ATXN counter-screen; S2 cells (HEK-293 line with an ATXN2-luciferase reporter) viability, CellTiter-Fluor protease fluorescence, 24 h; Potency, µM (series often up to 56.7 µM), usual class: cytotoxic; 0.49% of 400,000 active; AID 651635; further: potency means the concentration at half of the fitted maximal effect; nearly all actives have a fitted effect of over 40% in size
SW480 rereplic: inducers of DNA re-replication in SW480 colon cancer cells. AID 624297. SW480 DNA re-replication, Hoechst DNA content imaging, 48 h. 1.8% of 340,000 active. Potency, µM (series often up to 46.1 µM), without a hit: at the highest dose re-replication activation, usual class: activators; further: potency means the concentration at half of the fitted maximal effect; % of control where 0% means no effect; nearly all actives have a fitted effect of over 55% in size
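250 cells/well; 23 nL cpd via pin tool; 48 hr, 37 C, 5% CO2; Hoechst 40 min; imager read of total nuclear intensity, ex 405/em 500-530 nm.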
Numbers without * were called inactive; i = inactive; ? = inconclusive; . = no result given; & = joins results of further samples; [ ] = dose if it differs, or a comment. Unless noted, the call rests on the fitted dose curve; in most records, active means well fitted curve in the direction sought with a large enough effect; inconclusive means small, poorly fitted or top-dose-only effect, or another doubt; inactive means no such curve, though single readings can be large; an effect the other way counts as inactive or inconclusive.

SMILES	KB-3-1 tox	HT1080NT lethal	IL-1B inflam inh	ATXN2 expr inh	MCF10A rerep	HepG2 viability	HT1080 IDH1KD tx	ATXN viability	SW480 rereplic
Cc1ccc(S(=O)(=O)N2CCN(C(=O)COC(=O)c3ccccc3OC(F)F)CC2)c(C)c1	-2%	-1%	6	.	-1%	-23%	21%	i	-5%
CC(C)(C)n1ncc2c(=O)n(Cc3cc(F)c(Cl)cc3Cl)cnc21	3%	.	.	-5%	-44%[inhibitor]	-12%&6%	.	i	-3%[9.22 µM]
CCN(CC)c1ccc(/C=N/NC(=O)Cc2nnc(NC(=O)Nc3ccccc3)s2)cc1	-24%	21µM*	14	0%	?	-157%	15µM*	i	7%
Cc1ccc(Cl)cc1NCN1C(=O)c2ccccc2C1=O	-2%	1%	12	.	.	5%	-6%	i	.
COC(=O)c1nc2ccc(N3CCOCC3)cc2c(C)c1C(=O)OC	1%	22%	9	33%	-4%	-2%	18%	.	-5%
COc1ccc(NC(=O)CSc2ccccc2)c([N+](=O)[O-])c1	-2%	?	-10	49%[activator]	-1%	-8%	-1%	i	-4%
CC(C)c1ccc(C(=O)CC2(O)C(=O)N(CN3CCOCC3)c3ccccc32)cc1 (configuration not stated)	17%	2%	7	12%	2%	-24%	-7%	i	4%
CCC(C)(C)NC(=O)C(c1cccc(OC)c1)N(C(=O)CNC(=O)c1cccs1)c1cccnc1 (configuration not stated)	-6%	-2%	-2	-22%	12%	-7%	12%	i	-2%
Cc1ccc(OCCNC(=O)/C=C/c2ccco2)cc1C	9%	8%	-19	-8%	-1%	-26%	-1%	i	-4%
COc1ccccc1OCCCCCNCCO	9%	-14%	-2	1%	?	-14%	20%[9.24 µM]	i	?
Cc1nn(C)cc1S(=O)(=O)Nc1ccc2c(c1)OCCO2	2%	4%	-6	-15%	0%	4%	1%	?	-4%
Fc1cc2[nH]cnc2cc1Cl	3%	13%	-2	-1%	1%	39%	-1%	i	1%
Cc1c(Cl)ccc(S(=O)(=O)N2CCN(C)CC2)c1Cl	1%	3%	2	.	.	-14%	-2%	i	.
Cc1cc(=O)[nH]c(N/N=C/c2cc(C)n(-c3ccccc3)c2C)n1	-3%	-3%	?	-7%	4%	-25%	-13%	?	?
Cc1ccc([C@H]2C(C(=O)O)=C[C@@H](CC3CCCC3)N2S(=O)(=O)c2ccc(C)cc2)cc1	0%	-1%	4	-3%	14%	4%	-7%	i	-47%[inhibitor]
COc1ccc(CNC(=O)CCS(=O)(=O)c2cc3c4c(c2)CCN4C(=O)CC3)cc1OC	5%	.	.	6%	.	-27%	.	i	.
COc1cccc(/C=C2\SC(=S)N(N3C(=O)CCCC3=O)C2=O)c1	-1%	-12%	-24	-2%	?	-18%	-1%	i	5%
COC(=O)c1ccc2nc(-c3ccco3)c(Cc3ccccc3)n2c1	-5%	?	7	12%	.	-35%	?	i	.
Cc1cc(C)nc(SC(C(=O)O)c2ccccc2)n1 (configuration not stated)	-1%	17%	12	-17%	-22%	12%	3%	i	-1%
CCOc1ccc2c(c1)C(=NNC(=O)c1ccncc1)c1cc(OCC)ccc1-2	?	2%	64	?	4%	-32%	-10%	?	-40%[inhibitor]
COc1ccccc1/C=N/NC(=O)c1ccc2c(c1)OCO2	10%	8%	2	22%	4%	14%	11%	i	2%
Cc1nc(C)c(C(=O)OC(C)C(=O)Nc2ccc(F)cc2)s1 (configuration not stated)	-12%	0%	32	.	-2%	54%	2%	i	-7%
COc1cccc(Cn2c(C)c(CNCc3cccc(C)c3)c(C(=O)O)c2C)c1	-1%	.	.	-4%	.	-13%	.	i	.
CCOC(=O)C[C@H]1c2ccccc2S(=O)(=O)N1Cc1ccc(Cl)cc1	?	0%	14	-11%	18%	-6%&-33%	4%	?	-2%
COc1ccccc1-c1cc(-c2cc(Cl)ccc2O)n[nH]1	-2%	5%	0	18%	1%	-2%	2%	i	10%

(continued)
SMILES	KB-3-1 tox	HT1080NT lethal	IL-1B inflam inh	ATXN2 expr inh	MCF10A rerep	HepG2 viability	HT1080 IDH1KD tx	ATXN viability	SW480 rereplic
O=C(NC(NC(=S)Nc1cc(Cl)ccc1Cl)C(Cl)(Cl)Cl)c1ccco1 (configuration not stated)	8%	?	-80*	?	2%	-29%	?	i	9%
Cc1ccc(C(=O)CN2CCC(NC(=O)C3CCCCC3)CC2)cc1	13%	0%	-12	-5%	5%	-5%	5%	?	10%
Cc1ccc(-n2ncc3c(NCCCn4ccnc4)ncnc32)cc1C	-3%	.	.	1%	.	-24%	.	i	.
O=C(c1ccco1)N(Cc1ccco1)c1ccc(O)cc1	2%	0%	-106*	4%	2%	-11%	-1%	?	-4%
Cc1nnc(SCC(=O)Nc2cc(S(=O)(=O)N3CCCC3)ccc2Cl)s1	11%	2%	20	-8%	-6%	-8%	0%	?	1%
CCOc1ccccc1NC(=O)Cn1c(=O)n(Cc2cccs2)c(=O)c2cccnc21	2%	.	.	4%	.	-14%	.	i	.
O=C(c1ccccc1F)N1CCN(c2ccc([N+](=O)[O-])c3ncccc23)CC1	-21%	-5%	-3	2%	2%	-20%	-15%	i	-3%
COc1cccc(NC(=O)C2CCC(CNC(=O)[C@@H]3Cc4ccccc4CN3)CC2)c1 (some centres not stated)	4%	1%	0	0%	-4%	-34%	-2%	i	-7%
O=C(NCCOc1ccccc1)c1ccc2c(c1)S(=O)(=O)c1cc(Cl)ccc1C2=O	0%	-3%	-1	-16%	?	0%	0%	i	-14%
CC(C)OC(=O)Cn1cc(C#N)c2ccccc21	-5%	-4%	-5	-28%	0%	-8%	-5%	i	-11%
CCCCn1c(NS(=O)(=O)c2ccccc2)c(S(=O)(=O)c2ccc(C)cc2)c2nc3ccccc3nc21	12µM*	-12%	-17	?	?	-29%	-12%	i	13µM*
O=C(Cn1nnc2ccccc2c1=O)N[C@@H](Cc1c[nH]c2ccccc12)C(=O)O	-1%	-2%	23	.	2%	-15%	-2%	i	0%
CC1CCCN(c2ccc(C(=O)NCc3ccco3)cc2[N+](=O)[O-])C1 (configuration not stated)	4%	13%	-61*	15%	?	-21%	-20%	?	-2%
O=C(COc1ccc2ccccc2c1Br)N1CCN(c2ccccn2)CC1	?	-9%	?	-9%	97%	6%	-14%	i	?
CN1C(=O)C(CC(=O)Nc2ccc(F)cc2)N(CCCc2ccccc2)C1=S (configuration not stated)	?	21µM*	-14	?	15%	-34%	?	?	?
COc1ccc(C(OC(=O)c2ccco2)C(=O)NC2CCCCC2)cc1 (configuration not stated)	-1%	19%	1	-9%	0%	0%	10%	i	0%
CCN1CCN(c2ccc(S(=O)(=O)N3CCOCC3)cc2NC(=O)CCC(C)C)CC1	-1%	-10%	-17	2%	-18%	-14%	8%	i	-48%[inhibitor]
CCOc1ccc(CNC(=O)C(C)n2ccc3cc(S(=O)(=O)N4CCCC4)ccc32)cc1 (configuration not stated)	0%	?	-11	.	21%	-42%	-3%	i	-5%
Clc1nc(N2CCOCC2)ncc1Br	1%	24%	18	-21%	1%	-1%	16%	.	-5%
COc1ccc(CCNC(=O)c2cccc(S(=O)(=O)N3CCCC3)c2)cc1OC	28%	14%	15	-8%	-8%	-15%	2%	i	5%
CC1(c2nnc(-c3cccc(Cl)c3)o2)CC(c2ccc(F)cc2)=NO1 (configuration not stated)	?	-8%	0	14%	?	-11%	-6%	i	-9%
COc1cc(OC)cc(C(=O)N2CCN(c3ccccc3F)CC2)c1	?	-24%	29	-4%	?	-30%	-19%	?	?
COc1ccc(-n2nc3c(c2NC(=O)C(=O)N2CCN(C)CC2)CSC3)cc1	9%	.	.	1%	.	4%	.	i	.
Cc1ccc(NC(=O)c2oc3ccccc3c2COC(C)C)cc1S(=O)(=O)N1CCOCC1	?	-7%	-19	-13%	?	-3%	-11%	?	2%
CN(C)c1ccc(/C=N/N2CCN(Cc3ccccc3Cl)CC2)cc1	-5%	5%	-23	3%	0%	-4%	4%	i	-7%

Arranged by the number under SW480 rereplic (largest number first): 3 of the compounds above.
SMILES | IL-1B inflam inh | SW480 rereplic
CCC(C)(C)NC(=O)C(c1cccc(OC)c1)N(C(=O)CNC(=O)c1cccs1)c1cccnc1 (configuration not stated) | -2 | -2%
O=C(c1ccccc1F)N1CCN(c2ccc([N+](=O)[O-])c3ncccc23)CC1 | -3 | -3%
COC(=O)c1nc2ccc(N3CCOCC3)cc2c(C)c1C(=O)OC | 9 | -5%

(cont.)
SMILES	KB-3-1 tox	HT1080NT lethal	IL-1B inflam inh	ATXN2 expr inh	MCF10A rerep	HepG2 viability	HT1080 IDH1KD tx	ATXN viability	SW480 rereplic
CC1CCN(c2c(NCc3ccc(C(=O)N4CCN(C5CCCCC5)CC4)cc3)c(=O)c2=O)CC1	2%	3%	-17	-13%	-3%	-46%	1%	i	7%
CCCn1nnc2c(=O)oc3ccccc3c21	14%	10%	12	-5%	-1%	18%	11%	i	-8%
CCOC(=O)c1cc2c(=O)n3ccccc3nc2n(CC2CCCO2)c1=NC(=O)c1ccccc1Br (configuration not stated)	8%	.	.	8%	.	-1%	.	i	.
Cc1cc(Cl)ccc1OCC(=O)Nc1ccc2oc(=O)ccc2c1	2%	7%	1	-27%	27%	-25%	0%	i	-1%
CN(CCc1ccccn1)C(=O)CCNC(=O)Cn1cnc2ccccc2c1=O	-2%	7%	-1	3%	-12%	19%	9%	i	-2%
COc1ccc(N2CC(C(=O)Nc3ccc4c(c3)OCO4)CC2=O)cc1 (configuration not stated)	5%	-7%	-16	-9%	0%	-15%	-7%	i	-1%
Oc1ccc(F)c(CN2CCN(c3ncc(Cc4ccccc4)cn3)CC2)c1	-24%	?	22	.	.	.	?	.	.
CCCCN1C(=O)C(=O)N(CC(=O)Nc2cc(S(=O)(=O)N(C)C)ccc2C)C1=O	1%	9%	1	2%	-3%	13%	6%	i	-4%
[O-]/C(=C(\C(=S)Nc1cccc2ccccc12)[n+]1cccc(CO)c1)c1ccc(Cl)s1	17%	-12%	0	-15%	-2%	-111%	-6%	?	-1%

Source: PubChem BioAssay (National Center for Advancing Translational Sciences (NCATS))
